FBW7 activator: activators of human E3 ligase FBW7 | Q969H0 | AlphaScreen FBW7–phospho-cyclin E peptide binding, activator screen | normalized activity (activation), % at 26.1 µM | 0.13% of 650,000 active | AID 1259310; in the data active = normalized activity above about 1.9%;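 note: purified mutant Fbw7 with reduced substrate affinity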
Target sequence (Q969H0 whole entry, looked up): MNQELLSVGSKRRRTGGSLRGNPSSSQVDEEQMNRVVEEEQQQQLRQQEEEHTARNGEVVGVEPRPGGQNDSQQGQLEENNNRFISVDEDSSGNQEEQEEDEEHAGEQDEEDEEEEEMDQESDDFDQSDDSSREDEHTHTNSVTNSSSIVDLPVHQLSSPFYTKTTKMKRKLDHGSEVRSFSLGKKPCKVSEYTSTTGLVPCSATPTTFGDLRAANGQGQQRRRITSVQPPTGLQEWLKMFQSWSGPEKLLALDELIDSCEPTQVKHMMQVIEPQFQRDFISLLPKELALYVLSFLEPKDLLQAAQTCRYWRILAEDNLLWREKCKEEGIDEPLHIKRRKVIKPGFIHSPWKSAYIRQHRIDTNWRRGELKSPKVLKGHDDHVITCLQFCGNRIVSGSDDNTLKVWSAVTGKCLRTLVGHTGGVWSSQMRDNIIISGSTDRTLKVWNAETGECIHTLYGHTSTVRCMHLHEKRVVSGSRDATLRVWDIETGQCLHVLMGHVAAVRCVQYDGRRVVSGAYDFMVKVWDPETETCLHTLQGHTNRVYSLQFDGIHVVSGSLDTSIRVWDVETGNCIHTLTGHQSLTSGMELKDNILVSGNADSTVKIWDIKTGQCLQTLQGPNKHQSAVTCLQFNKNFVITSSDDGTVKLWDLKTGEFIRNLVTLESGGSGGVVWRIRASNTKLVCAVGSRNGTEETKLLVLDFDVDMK
TEAD-YAP block: TEAD-YAP interaction inhibition; HEK-TIYL cells, TEAD-Gal4/YAP UAS-luciferase luminescence; inhibition, % at 9.12 µM; 1.4% of 640,000 active; AID 1259422; in the data active = inhibition above about 32%;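 note: 0% = median of test compound wells and 100% = reference inhibitor wells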
MITF primary: blocks human microphthalmia-associated transcription factor; inhibition, % at 2.6 µM; O75030; AID 1259374; 0.91% of 650,000 active; AlphaScreen MITF homodimerization, bead proximity signal; in the data active = inhibition above about 50%;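 note: 0% = vehicle wells with protein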
GPR151 activ: human GPR151 activation. Q8TDV0. PathHunter beta-arrestin GPR151 cells, luminescence. activation, % at 11.2 µM. 1% of 650,000 active; in the data active = activation above about 4.9%;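 note: 0% = median of compound wells and 100% = cells with positive control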
Active calls of the source: *. Compounds were not picked by outcome. About 3.4% of those tested had a hit in this group.

Start of the listing, in advance (seven entries):
Screening COc1ccccc1C(=O)N1CCN2C(=O)[C@H]([C@@H](C)OCc3ccccc3)NC(=O)[C@H]2C1 returned FBW7 activator -0.1, TEAD-YAP block 5, MITF primary 18 and GPR151 activ -0.6.
O=C(O)/C(S)=C\c1ccccc1Cl was read as FBW7 activator -0.1, TEAD-YAP block 11, MITF primary 0 and GPR151 activ 2.7.
Cc1cc(C(=O)CSc2nc(N)cc(N)n2)c(C)n1C was read as FBW7 activator -0.1, TEAD-YAP block -3, MITF primary 4 and GPR151 activ 0.1.
For C[n+]1ccc(C(=O)NCCC[N+](C)(C)Cc2ccccc2)cc1/C=N/O the results were FBW7 activator 0.0, TEAD-YAP block -23, MITF primary -12 and GPR151 activ 1.7.
`CC1CCN(C(=O)Cn2nnc3c(cnn3-c3ccc(F)cc3)c2=O)CC1` gave FBW7 activator -0.1, TEAD-YAP block 12, MITF primary -14 and GPR151 activ -0.6.
`CCOc1cc(/C=C2/C(=N)N3OC(C)=CC3=NC2=O)ccc1OCc1ccc(C)cc1` gave FBW7 activator 0.3, TEAD-YAP block 4, MITF primary -2 and GPR151 activ 0.2.
`COc1ccc(C(C)NC(=O)c2cccc(OC)c2)cc1` (stereo not drawn) gave FBW7 activator 0.1, TEAD-YAP block 11, MITF primary 1 and GPR151 activ -0.1.

The listing, from the first entry:
Screening COc1ccccc1C(=O)N1CCN2C(=O)[C@H]([C@@H](C)OCc3ccccc3)NC(=O)[C@H]2C1 returned FBW7 activator -0.1, TEAD-YAP block 5, MITF primary 18 and GPR151 activ -0.6.
O=C(O)/C(S)=C\c1ccccc1Cl was read as FBW7 activator -0.1, TEAD-YAP block 11, MITF primary 0 and GPR151 activ 2.7.
Cc1cc(C(=O)CSc2nc(N)cc(N)n2)c(C)n1C was read as FBW7 activator -0.1, TEAD-YAP block -3, MITF primary 4 and GPR151 activ 0.1.
For C[n+]1ccc(C(=O)NCCC[N+](C)(C)Cc2ccccc2)cc1/C=N/O the results were FBW7 activator 0.0, TEAD-YAP block -23, MITF primary -12 and GPR151 activ 1.7.
`CC1CCN(C(=O)Cn2nnc3c(cnn3-c3ccc(F)cc3)c2=O)CC1` gave FBW7 activator -0.1, TEAD-YAP block 12, MITF primary -14 and GPR151 activ -0.6.
`CCOc1cc(/C=C2/C(=N)N3OC(C)=CC3=NC2=O)ccc1OCc1ccc(C)cc1` gave FBW7 activator 0.3, TEAD-YAP block 4, MITF primary -2 and GPR151 activ 0.2.
`COc1ccc(C(C)NC(=O)c2cccc(OC)c2)cc1` (stereo not drawn) gave FBW7 activator 0.1, TEAD-YAP block 11, MITF primary 1 and GPR151 activ -0.1.
Screening O=c1c2cccnc2n(Cc2cccc(Cl)c2)c(=O)n1Cc1ccc2c(c1)OCO2 returned FBW7 activator -0.1, TEAD-YAP block 11, MITF primary -1 and GPR151 activ 3.9.
COc1ccc(CCNc2ccnc(Nc3ccc(C(F)(F)F)cc3)n2)cc1 was read as FBW7 activator 0.1, TEAD-YAP block -2, MITF primary -5 and GPR151 activ 4.4.
NC(=O)C1CCN(S(=O)(=O)c2cc(C(=O)Nc3ccc(Br)cc3)ccc2F)CC1 was read as FBW7 activator 0.0, TEAD-YAP block 3, MITF primary 18 and GPR151 activ -0.2.
`CCOc1ccc2nc(NC(=O)CSc3nnc(C4CC4)n3C)sc2c1` gave FBW7 activator -0.1, TEAD-YAP block 2, MITF primary 1 and GPR151 activ -0.1.
Screening CCCn1c(SCC(=O)NC2CCCC2)nnc1-c1ccccn1 returned FBW7 activator 0.1, TEAD-YAP block -6, MITF primary 14 and GPR151 activ -0.1.
For CCOC(=O)C1C(=O)NC(SCC(=O)Nc2ccccc2C)=C(C#N)C1c1ccccc1OCC (stereo not drawn) the results were FBW7 activator -0.1, TEAD-YAP block -6, MITF primary 7 and GPR151 activ -0.5.
Cc1cccc(NC(=O)/C=C2\SC(=O)NC2=O)c1 was read as FBW7 activator -0.1, TEAD-YAP block 20, MITF primary 9 and GPR151 activ 1.0.
Screening Cc1cc(C)cc(CN2CCC3(CCC(CNC(=O)C4CCCO4)O3)CC2)c1 (stereo not drawn) returned FBW7 activator 0.2, TEAD-YAP block -11, MITF primary 6 and GPR151 activ 0.7.
Screening CCOC(=O)c1ccc(N2NC(=O)/C(=C/c3ccc4c(c3)OCO4)C2=O)cc1 returned FBW7 activator 0.4, TEAD-YAP block -3, MITF primary 20 and GPR151 activ 0.7.
Screening CCc1ccc(NC(=O)CSC2=C(C#N)C(c3ccco3)C(C(=O)Nc3ccccc3)=C(C)N2)cc1 (stereo not drawn) returned FBW7 activator 0.0, TEAD-YAP block 12, MITF primary -6 and GPR151 activ -1.2.
Screening CCOC(=O)c1[nH]c(C)c(CC(C)C)c1C returned FBW7 activator 0.3, TEAD-YAP block -24, MITF primary 16 and GPR151 activ 0.9.
CCOC(=O)C1CCN(c2c(NC3CCCCCCC3)c(=O)c2=O)CC1 was read as FBW7 activator 0.2, TEAD-YAP block 2, MITF primary -3 and GPR151 activ 0.0.
For COc1ccccc1C(=O)Nc1ccc2nc(SCC(=O)Nc3cc(Cl)ccc3C)sc2c1 the results were FBW7 activator -0.1, TEAD-YAP block 4, MITF primary -4 and GPR151 activ -0.7.
For O=C1OC(c2ccc(Br)cc2)=N/C1=C\c1cccc(Br)c1 the results were FBW7 activator 0.2, TEAD-YAP block 10, MITF primary 13 and GPR151 activ -0.3.
`CC(C)C[C@H]1NC(=O)[C@@H]2C[C@H](NC(=O)c3cc(F)ccc3F)CN2C1=O` gave FBW7 activator 0.0, TEAD-YAP block 1, MITF primary 6 and GPR151 activ -0.2.
Cc1ccc(CN2CCN(Cc3cnn(C)c3C)CC2CCO)cc1 (stereo not drawn) was read as FBW7 activator -0.1, TEAD-YAP block 2, MITF primary 5 and GPR151 activ 0.1.
Screening C=C(C)CSc1nc2sc3c(c2c(=O)n1Cc1ccccc1)CCC3 returned FBW7 activator 0.0, TEAD-YAP block 13, MITF primary 12 and GPR151 activ -0.8.
O=C(Nc1ncc(S(=O)(=O)c2ccc([N+](=O)[O-])cc2)s1)c1ccc(F)cc1 was read as FBW7 activator -0.2, TEAD-YAP block 5, MITF primary -5 and GPR151 activ -0.2.
Screening CCOC(=O)C1=C(C)NC(=O)NC1c1cc(OCC)ccc1Br (stereo not drawn) returned FBW7 activator 0.0, TEAD-YAP block -12, MITF primary 0 and GPR151 activ -0.6.
For C=CCN(CC=C)S(=O)(=O)c1ccc(C(=O)Nc2nc3c(s2)CC(C)CC3)cc1 (stereo not drawn) the results were FBW7 activator 0.0, TEAD-YAP block 6, MITF primary 4 and GPR151 activ -0.8.
For Cc1cc(NC(=O)CSc2nc3c(sc(=S)n3Cc3ccco3)c(=O)n2-c2ccc(F)cc2)n[nH]1 the results were FBW7 activator 0.1, TEAD-YAP block 7, MITF primary 23 and GPR151 activ -0.9.
For CC(=O)CC(c1ccc([N+](=O)[O-])cc1)c1c(O)c2ccccc2oc1=O (stereo not drawn) the results were FBW7 activator 0.1, TEAD-YAP block 0, MITF primary 1 and GPR151 activ -1.5.
For CCn1c(SCC(=O)c2ccccc2F)nnc1-c1ccco1 the results were FBW7 activator 0.0, TEAD-YAP block -12, MITF primary 0 and GPR151 activ 0.0.
`CCCOc1ccc(NC(=O)C(=O)NC)cc1` gave FBW7 activator -0.1, TEAD-YAP block -15, MITF primary -1 and GPR151 activ -0.4.
`O=C(NNC(=S)NCC1CCCO1)C(Sc1ccccc1)c1ccccc1` (stereo not drawn) gave FBW7 activator 2.2*, TEAD-YAP block 1, MITF primary 2 and GPR151 activ 1.2.
`O=c1cc(C(F)(F)F)nc(-n2[nH]c3c(c2=O)CCCC3)[nH]1` gave FBW7 activator -0.2, TEAD-YAP block 7, MITF primary 19 and GPR151 activ 0.9.
O=C(c1ccco1)N1CCN(C(c2ccccc2)c2sc3ncnn3c2O)CC1 (stereo not drawn) was read as FBW7 activator 0.3, TEAD-YAP block 3, MITF primary 10 and GPR151 activ 0.7.
Cc1cc(C)c(S(=O)(=O)Nc2cccc(S(=O)(=O)NC3=NCCC3)c2)c(C)c1 was read as FBW7 activator 0.0, TEAD-YAP block -3, MITF primary 0 and GPR151 activ -0.1.
N/C(=N\c1nc(CSc2nnnn2-c2ccccc2)cc(=O)[nH]1)Nc1ccccc1 was read as FBW7 activator 0.1, TEAD-YAP block 10, MITF primary 12 and GPR151 activ -1.0.

A stretch of the results above, as a working copy:
Cc1cc(C)c(S(=O)(=O)Nc2cccc(S(=O)(=O)NC3=NCCC3)c2)c(C)c1 was read as FBW7 activator 0.0, TEAD-YAP block -3, MITF primary 0 and GPR151 activ -0.1.
N/C(=N\c1nc(CSc2nnnn2-c2ccccc2)cc(=O)[nH]1)Nc1ccccc1 was read as FBW7 activator 0.1, TEAD-YAP block 10, MITF primary 12 and GPR151 activ -1.0.

Carrying on.
For N#CCCN(C(=O)CCl)c1cccc(Cl)c1 the results were FBW7 activator 0.3, TEAD-YAP block 74*, MITF primary 3 and GPR151 activ 0.1.
`Cc1c(C)c2ccc(OCC(=O)N(C)C)c(C)c2oc1=O` gave FBW7 activator 0.0, TEAD-YAP block 6, MITF primary 5 and GPR151 activ 0.2.
`CC(=O)Nc1ccc(C(=O)N(Cc2ccc(OC3CCOC3)cc2)Cc2ccccn2)cc1` (stereo not drawn) gave FBW7 activator 0.1, TEAD-YAP block -2, MITF primary 4 and GPR151 activ 2.1.
For O=C1CCCN1CCCNc1nc(Nc2ccc(-n3ccnc3)cc2)nc2c1ncn2CCN1CCCC1=O the results were FBW7 activator -0.2, TEAD-YAP block 5, MITF primary 3 and GPR151 activ -1.6.
`Cc1nnc2ccc(SCC(=O)N3CCC4(C=Cc5ccccc54)CC3)nn12` gave FBW7 activator 0.3, TEAD-YAP block 5, MITF primary 20 and GPR151 activ 0.0.
For Nc1cc(C(=O)N2CCN(c3ccc(F)cc3)CC2)ccc1N1CC2CC(C1)c1cccc(=O)n1C2 (stereo not drawn) the results were FBW7 activator 0.3, TEAD-YAP block 4, MITF primary 14 and GPR151 activ -0.9.
COC(=O)C1=C(C)N(C)C(=O)NC1c1ccccc1OCc1ccccc1 (stereo not drawn) was read as FBW7 activator -0.2, TEAD-YAP block -11, MITF primary 4 and GPR151 activ 2.0.
`CCC1=[N+](CC(=O)c2ccc(OC)cc2)CCn2cccc21` gave FBW7 activator 1.3, TEAD-YAP block -2, MITF primary 22 and GPR151 activ 0.9.
`CCc1nnc2n1N(C(C)=O)C(c1ccc(C)c(C)c1)=C(C(C)=O)S2` gave FBW7 activator -1.0, TEAD-YAP block -6, MITF primary -3 and GPR151 activ -1.5.
O=C(O)CCSCc1nc2sc3c(c2c(=O)[nH]1)CCC3 was read as FBW7 activator 0.0, TEAD-YAP block -10, MITF primary -14 and GPR151 activ 1.7.
Screening CCOc1ccccc1/C=C1/SC(N2CCN(c3ccc(Cl)cc3)CC2)=NC1=O returned FBW7 activator 0.0, TEAD-YAP block 6, MITF primary -1 and GPR151 activ 0.9.
For COCC(=O)N1CCC(Oc2ccc(C(=O)N3CCC[C@H]3CO)cc2)CC1 the results were FBW7 activator -0.1, TEAD-YAP block 0, MITF primary -4 and GPR151 activ 0.8.
Screening O=C(O)c1cc2c3c(c1)C1C=CCC1C(c1ccc(Cl)cc1)N3CC1CC=CC21 (stereo not drawn) returned FBW7 activator 0.0, TEAD-YAP block 4, MITF primary 88* and GPR151 activ -0.8.
For CN(CC(O)c1ccccc1)C(=O)Cn1nnnc1CN1CCCCCC1 (stereo not drawn) the results were FBW7 activator 0.4, TEAD-YAP block -16, MITF primary 16 and GPR151 activ -0.8.
Screening COc1ccc(NC(=O)c2c(NCc3cccnc3)sc3c2CCC(C)C3)c(OC)c1 (stereo not drawn) returned FBW7 activator -0.1, TEAD-YAP block 4, MITF primary -1 and GPR151 activ 0.8.
Screening Cn1c(=O)c2c(SCc3cccc(F)c3)nc(-c3cccs3)nc2n(C)c1=O returned FBW7 activator 0.0, TEAD-YAP block -3, MITF primary 0 and GPR151 activ 0.7.
`Cc1nc2c(c(=O)[nH]1)CN(C(=O)CC1NC(=O)c3ccccc31)CC2` (stereo not drawn) gave FBW7 activator 0.2, TEAD-YAP block 2, MITF primary 11 and GPR151 activ -1.0.
For COC(=O)C1C(=O)NC(SCC(=O)Nc2ccc(C)c(C)c2)=C(C#N)C1c1ccccc1OC (stereo not drawn) the results were FBW7 activator 0.0, TEAD-YAP block 1, MITF primary 3 and GPR151 activ 0.0.
For O=C(O)c1ccc(NC(=O)C2C3C=CC(C3)C2C(=O)OCC(F)(F)C(F)F)cc1 (stereo not drawn) the results were FBW7 activator -0.1, TEAD-YAP block -3, MITF primary -1 and GPR151 activ -0.5.
COc1cc(/C=C2\SC(N)=NC2=O)ccc1OC(=O)c1ccc(F)cc1 was read as FBW7 activator 0.3, TEAD-YAP block 30, MITF primary 6 and GPR151 activ -0.5.
For CSc1ccccc1C(=O)Nc1cc2c3c(c1)CCN3C(=O)CC2 the results were FBW7 activator 0.5, TEAD-YAP block 15, MITF primary 11 and GPR151 activ -1.9.
Cc1cc(-c2nnc(CCC(=O)NCc3ccc(F)c(F)c3)o2)no1 was read as FBW7 activator 0.1, TEAD-YAP block -3, MITF primary -3 and GPR151 activ -0.8.
For Cc1cc(C(=O)COC(=O)c2cccnc2Cl)c(C)n1CC1CCCO1 (stereo not drawn) the results were FBW7 activator 0.0, TEAD-YAP block 66*, MITF primary 13 and GPR151 activ -6.8.
`CCC/C(=N\NC(=S)Nc1ccc(S(=O)(=O)N2CCOCC2)cc1)c1ccccc1` gave FBW7 activator -0.3, TEAD-YAP block 4, MITF primary 6 and GPR151 activ -1.6.
